5HT1a antag – antagonists of human 5-HT1a serotonin receptor. hit rate 0.68% among 62,000. inhibition, % at 10 µM. CHO 5-HT1a Ga15 NFAT-bla reporter, antagonist mode;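 active means inhibition above the mean of all tested compounds plus 3 SD, cut at about 43% in these data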;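 further: receptor stimulated by 5-CT agonist at 100 nM near EC80; beta-lactamase reporter measured by ratiometric fluorescence of a cleavable substrate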
Target sequence (P08908 whole entry, looked up): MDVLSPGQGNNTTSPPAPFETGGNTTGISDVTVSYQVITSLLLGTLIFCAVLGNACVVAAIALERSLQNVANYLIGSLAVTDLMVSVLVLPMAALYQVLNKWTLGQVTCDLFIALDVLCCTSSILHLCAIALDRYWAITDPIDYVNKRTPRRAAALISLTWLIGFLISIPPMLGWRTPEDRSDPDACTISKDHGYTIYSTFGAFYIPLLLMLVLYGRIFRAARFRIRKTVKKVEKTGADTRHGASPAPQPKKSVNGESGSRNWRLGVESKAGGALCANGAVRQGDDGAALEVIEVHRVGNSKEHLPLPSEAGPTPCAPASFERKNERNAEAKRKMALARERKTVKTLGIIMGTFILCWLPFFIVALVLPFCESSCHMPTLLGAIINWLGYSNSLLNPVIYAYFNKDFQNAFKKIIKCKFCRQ
S1P1 ag pot – agonists and agonism potentiators of human S1P1 receptor; S1P1 CRE-bla cells, forskolin, beta-lactamase FRET, potentiator mode; S1P1 agonist co-added at EC20, 2 nM; 100% = saturating reference agonist, 0% = basal; hit rate 0.57% among 56,000; activation, % at 9.5 µM;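 active means activation above a cutoff set at the mean activation of all tested compounds plus 3 SD, cut at about 54% in these data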;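 further: forskolin at 4 µM as EC80 and the EC20 agonist is SEW2871; 100% = SEW2871 at its EC100 plus forskolin at EC80; some compounds past the cut are filed as inactive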
Target sequence (P21453 whole entry, looked up): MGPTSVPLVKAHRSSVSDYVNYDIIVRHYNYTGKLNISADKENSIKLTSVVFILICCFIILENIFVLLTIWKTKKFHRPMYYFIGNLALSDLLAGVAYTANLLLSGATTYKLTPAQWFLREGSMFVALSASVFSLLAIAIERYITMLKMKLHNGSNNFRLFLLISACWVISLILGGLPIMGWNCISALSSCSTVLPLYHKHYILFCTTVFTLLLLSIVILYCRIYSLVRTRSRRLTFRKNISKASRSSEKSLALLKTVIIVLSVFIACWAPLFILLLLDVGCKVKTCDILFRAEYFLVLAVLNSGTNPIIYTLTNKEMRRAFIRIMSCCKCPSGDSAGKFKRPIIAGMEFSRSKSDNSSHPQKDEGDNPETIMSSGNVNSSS
Jurkat viability – reduces viability or proliferation of Jurkat cells; Jurkat E6.1 viability, ATP luminescence, 48 h; inhibition, % at 4 µM; hit rate 1.2% among 56,000; AID 463;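 active means inhibition above the mean inhibition of all tested compounds plus 3 SD, cut at about 28% in these data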
HTR1E agonist – activates the human 5-HT1E serotonin receptor; P28566; CHO 5-HT1E Ga15 NFAT-bla reporter, FRET; 0% DMSO wells, 100% control agonist wells; activation, % at 6 µM; hit rate 0.69% among 65,000;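 active means activation above a set limit, the screen-wide mean activation plus 3 SD, cut at about 8.5% in these data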;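 further: 100% = positive control agonist at 1 µM giving full maximal response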
5HT1a ag – activates the human 5-HT1a serotonin receptor; CHO 5-HT1a Ga15 NFAT-bla reporter, FRET ratio; 0% basal, 100% maximal reference agonist; P08908; hit rate 0.56% among 65,000; activation, % at 10 µM;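 active means activation above the screen-wide mean activation plus 3 SD, cut at about 19% in these data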;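 further: 0% = DMSO wells and 100% = 5-CT at EC100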
5HT1E antag – antagonists of human 5-HT1E serotonin receptor; inhibition, % at 6 µM; P28566; CHO 5-HT1E Ga15 NFAT-bla reporter, FRET, antagonist; hit rate 0.99% among 65,000;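 active means inhibition above a set limit, the mean inhibition across every tested compound plus 3 SD, cut at about 29% in these data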;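 further: signal is the 460 over 535 nm emission ratio of beta-lactamase substrate; 0% = agonist plus DMSO wells and 100% = wells without agonist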
S1P3 ag – S1P3 (human) receptor agonism; Q99500; hit rate 0.1% among 60,000; activation, % at 4.5 µM; S1P3 NFAT-BLA reporter cells, FRET ratio; relative to 1 µM S1P, basal subtracted;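 active means activation above the screen-wide mean plus 3 SD, cut at about 4.5% in these data, passing the limit was not always enough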; further: some compounds called inactive have numbers as strong as hits
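Assay system: stable CHO line with human S1P3, Gα16, NFAT-BLA reporter; Detection: FRET β-lactamase substrate fluorescence, excitation 405 nm, 460/535 nm emission ratio, background-subtracted; Read-out: percent activation versus median 1 µM S1P response, basal-subtracted, per plate; Incubation: cells plated overnight, compound 4 h 37 °C, substrate 2 h RT.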
M1 antagonist – blocks the rat M1 muscarinic receptor response to acetylcholine. P08482. CHO-M1 cells, Fluo-4 calcium, ACh EC80 antagonist mode; stronger effect = lower value. B-score at 10 µM. hit rate 3.4% among 64,000;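 active means calcium fluorescence response, raw or row-and-column corrected B-score, differing from the plate sample mean either way at a set confidence level, mostly lower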
M1 agonist – agonists of M1 muscarinic receptor. CHO-M1 cells, Fluo-4 calcium fluorescence, agonist mode; stronger effect = higher value. B-score at 10 µM. hit rate 3% among 64,000. AID 626;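 active means fluorescence rise, raw or as B-score row- and column-corrected plate score, outside the 99.7% band of its plate's samples, either direction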
The depositor's hits bear a star; · = not tested or not shown.

Under each structure: S1P3 ag	M1 agonist	HTR1E agonist	5HT1a ag	S1P1 ag pot	Jurkat viability	5HT1a antag	M1 antagonist	5HT1E antag
COc1ccccc1-c1nnc(SCC(=O)NC2CCCCC2)o1
  -2.0	0.34	0.1	2.7	-15	5	-2	0.31	-4
CC(C)(C)NCC(O)COc1ccccc1C(C)(C)C (configuration not stated)
  -0.2	0.0032	0.4	-1.7	17	4	80*	0.28	5
CCOc1ccc(OCCCCN(C)C)cc1
  0.0	0.17	0.5	1.1	-8	-5	-2	-0.75	-7
CCc1c(C(=O)O)[nH]c2ccc(Br)cc12
  0.4	-0.023	-0.4	0.2	-6	·	·	-0.35	-10
O=C(NCCS(=O)CCNC(=O)C(F)(F)F)C(F)(F)F
  0.6	0.92	-0.5	-3.6	-13	-7	-3	-0.52	-6
COc1ccccc1-c1coc2c(CN3CCN(CCO)CC3)c(O)ccc2c1=O
  -1.2	0.32	0.2	-2.1	-15	-1	2	-0.063	-1
O=C(CSc1nnc(Cc2ccccc2)o1)NC1CC2CCC1C2 (configuration not stated)
  -0.5	0.046	-0.4	0.1	-9	-9	2	-0.17	6
COC(=O)C1(C)NC(=O)c2ccccc2N1 (configuration not stated)
  -1.1	1.2	-0.4	-1.0	-17	2	10	1.9	-5
CCn1c(C(=O)NCCCN2CCc3ccccc3C2)cc2sccc21
  -1.0	0.17	-0.4	1.6	0	9	13	-3.6*	4
CC1=C/C(=C\c2ccc3c(c2)OCO3)C(=O)S1
  -1.5	-0.56	0.5	-2.4	-3	0	12	0.017	4
Cc1ccc(N(CC(=O)N2CCN(C3CCCCC3)CC2)S(=O)(=O)c2cccnc2)cc1
  0.1	0.79	-0.1	-0.1	10	1	-277	-0.55	16
COC(=O)CNC(=O)CNC(=O)Nc1ccccc1
  -0.9	-1.1	0.7	-1.9	-30	10	0	0.63	1
COC(=O)c1cc(OC)c(OC)cc1NC(=O)c1c(-c2ccccc2Cl)noc1C
  -1.6	-0.58	-0.6	0.9	-29	17	36	0.43	28
CCCOc1ccc(C2c3c(oc4ccccc4c3=O)C(=O)N2CCN(CC)CC)cc1OC (configuration not stated)
  -0.2	2.3	0.1	-0.4	-22	1	-19	0.12	-4
CCCCn1c(SCC(N)=O)nnc1-c1cc(OC)c(OC)c(OC)c1
  -0.4	-0.063	-1.3	0.2	-13	-4	9	0.56	13
CCCCN(C)C(=O)c1c[nH]c2ccc(S(=O)(=O)N3CCOCC3)cc2c1=O
  -0.7	0.73	0.3	-2.7	-9	1	5	0.2	-4
CCn1c(SCC(=O)NCCOc2ccccc2)nc2ccccc2c1=O
  -1.6	0.28	-0.2	-0.1	6	7	18	0.007	3
CCCCN(CC)C(=O)Cc1c(C(=O)O)[nH]c2ccc(Cl)cc12
  -1.1	-0.13	0.0	-6.1	-34	-1	3	0.084	-9
COc1ccc2oc(=O)c(NC(=O)C3CCCCC3)cc2c1
  0.3	·	0.8	-4.5	-12	1	-7	·	-2
S=C(c1ccc2c(c1)OCO2)N1CCCC1
  -1.2	-0.16	-1.3	-1.1	3	-6	-8	-0.071	1

No new results follow: 2 of the compounds above.
Under each structure: S1P3 ag	M1 agonist	HTR1E agonist	5HT1a ag	S1P1 ag pot	Jurkat viability	5HT1a antag	M1 antagonist	5HT1E antag
Cc1ccc(N(CC(=O)N2CCN(C3CCCCC3)CC2)S(=O)(=O)c2cccnc2)cc1
  0.1	0.79	-0.1	-0.1	10	1	-277	-0.55	16
COC(=O)CNC(=O)CNC(=O)Nc1ccccc1
  -0.9	-1.1	0.7	-1.9	-30	10	0	0.63	1

Next records.
Under each structure: S1P3 ag	M1 agonist	HTR1E agonist	5HT1a ag	S1P1 ag pot	Jurkat viability	5HT1a antag	M1 antagonist	5HT1E antag
CC(=O)Nc1ccccc1Sc1ccccc1
  -0.8	0.77	-1.4	-2.2	-22	0	22	-0.05	32*
Cn1c(=O)[nH]c(=O)c2c1nc(N1CCOCC1)n2CC(O)COc1ccc2ccccc2c1 (configuration not stated)
  -0.8	-0.48	1.8	-1.2	-14	-7	-19	0.0026	8
C=CCn1c(N)c(C(=O)OC(C)(C)C)c2nc3ccccc3nc21
  -2.4	1.2	1.8	3.6	-18	·	·	-0.26	12
CCSc1nnc(NC(=O)c2csc3c2CCCC3)s1
  -0.8	1.1	0.6	4.5	-26	3	2	0	7
O=C(NCc1ccncc1)/C(=N/O)c1ccccc1
  -1.4	-0.24	-0.3	-2.4	17	-2	0	0.38	-1
C=CCN=C1SC(C)C(=O)N1S(=O)(=O)c1ccccc1 (configuration not stated)
  0.8	-1.5	0.6	1.4	5	-6	4	-0.36	-1
COc1ccc(-n2c(SCC(=O)OC(C)C)nnc2-c2ccccn2)cc1
  -0.8	·	1.0	2.3	-3	4	-2	·	-7
COc1ccccc1-c1cc(C(=O)NC(C)C)no1
  -0.9	-0.0069	0.5	-4.1	19	-2	-6	0.085	1
COc1ccc(-c2noc(COc3ccc(Cl)c(C)c3)n2)cc1
  -0.7	-1.1	-0.2	-0.4	-1	2	-7	-0.39	15
O=C(CC(c1ccco1)C1CCCCC1=O)c1ccco1 (configuration not stated)
  -0.9	-1.2	-0.2	-1.7	10	-2	1	0.24	3

Results in S1P3 ag, for some of the entries so far:
SMILES	S1P3 ag
C=CCN=C1SC(C)C(=O)N1S(=O)(=O)c1ccccc1 (configuration not stated)	0.8
COc1ccc(-n2c(SCC(=O)OC(C)C)nnc2-c2ccccn2)cc1	-0.8
COc1ccccc1-c1cc(C(=O)NC(C)C)no1	-0.9

(further entries)
Under each structure: S1P3 ag	M1 agonist	HTR1E agonist	5HT1a ag	S1P1 ag pot	Jurkat viability	5HT1a antag	M1 antagonist	5HT1E antag
Cn1cnc2c(N3CCCCC3)nccc21
  -0.8	-0.013	0.1	-2.1	-2	-5	2	-0.59	-6
COc1ccc(C(=O)N2CC3(C)CC2CC(C)(C)C3)cc1 (configuration not stated)
  0.1	-0.018	0.0	1.8	15	-4	-13	0.64	1
N=C1C(c2nc3ccccc3[nH]2)=C(O)CN1c1ccccc1
  0.3	0.67	-0.9	-1.7	-2	16	-1	0.65	1
O=C(CCn1cnc2ccccc2c1=O)Nc1cccc(Cl)c1
  0.4	0.65	0.0	1.0	-22	7	-14	0.16	9
O=C(Cn1c(=O)oc2cc(S(=O)(=O)N3CCCC3)ccc21)Nc1cccc(C(F)(F)F)c1
  -0.2	0.84	-0.5	-0.8	29	20	-10	0.34	2
CC(C)(C)n1nc2c(c1NC(=O)Cc1ccc(F)cc1)CSC2
  -0.7	-0.49	-0.1	-2.0	3	-6	-5	-0.041	3
Cc1cc(NC(=O)c2ccc3nc(C)sc3c2)no1
  -2.1	0.15	-0.5	-0.5	2	6	-5	-0.48	8
Cc1noc(C)c1CSCC(=O)NC1=NCCS1
  ·	0.53	1.4	1.7	·	·	8	-0.21	1
CCN(CC)S(=O)(=O)c1cccc(C(=O)NC2CCCCC2)c1
  -0.9	-2	-0.2	-2.4	4	-3	0	-1.9	-3
COc1cccc(C2CC(c3cccs3)Nc3ncnn32)c1 (configuration not stated)
  -1.0	-0.55	0.5	-1.3	-31	6	0	0.28	0
CS(=O)(=O)c1nc(-c2cccs2)cc(C(F)(F)F)n1
  ·	0.52	2.2	-13	·	·	110*	-0.07	106*
CCN1CCN(c2cc(=O)n(-c3cc(Cl)ccc3C)c(=O)[nH]2)CC1
  ·	-0.95	-1.5	-0.9	·	·	11	0.48	3
COC(=O)C1Sc2[nH]c(=O)sc2C(c2ccc(Cl)cc2)C1C(=O)OC (configuration not stated)
  0.8	-0.11	-0.1	0.9	-22	4	2	0.033	8
C=CCSc1n[nH]c(-c2ccc(OCCC)cc2)n1
  -0.8	0.23	-0.8	-0.8	3	-5	24	-1.4	12
COc1ccc2nc(NCc3ccccc3)[nH]c2c1
  0.0	-0.13	0.1	-1.5	-20	20	2	0.15	-10
CCOC(=O)CSc1nnc2n(C3CCCCC3)c(=O)c3c4c(sc3n12)CCCC4
  -5.5	3.1	-1.1	4.2	-3	·	·	0.049	-5
c1ccc(C2Nc3ccccc3-c3nc4ccccc4n32)nc1 (configuration not stated)
  -3.9	3.2	0.5	0.4	1	·	·	0.83	0
COc1ccc(NC(=O)CCCNS(=O)(=O)c2cccs2)cc1
  ·	0.00021	-2.4	-0.5	·	·	15	-0.0072	6
O=c1cc(N2CCC3(CC2)OCCO3)[nH]c(=O)n1-c1ccc(Cl)cc1
  -1.0	0.8	-0.5	-1.3	-9	-15	-1	0.85	8
O=C(COC(=O)C(O)c1ccccc1)NC12CC3CC(CC(C3)C1)C2 (configuration not stated)
  -0.1	-0.3	1.1	2.7	-6	-6	4	0.12	-4
CCOC(=O)N1CCC(NC(=O)c2cc(C(=O)Nc3cccc(OC)c3)ccc2CO)CC1
  -0.5	0.068	0.0	-1.7	-8	-6	-6	0.62	-4
O=C(CN(C(=O)CCC(=O)Nc1ccccn1)c1ccc2c(c1)OCCO2)NCCc1ccccc1
  0.0	-0.18	1.3	0.5	8	-1	-7	0.014	-9
O=c1nc2s/c(=C\c3ccco3)c(=O)n2nc1Cc1ccccc1
  -1.1	1.3	18*	-4.4	-15	4	7	0.21	-13
COc1ccc(CNC(=O)C2CCN(C(=O)N3CCOc4ccc(C)cc43)CC2)cc1
  -2.0	0.49	-0.7	0.2	-3	-2	6	-0.073	11
CCOC(=O)c1ccc(COc2nc3ccccc3nc2-c2ccccc2NC(C)=O)o1
  0.0	-0.068	0.7	4.9	8	-12	2	0.3	7
CN(C)c1nc(C(=O)Nc2ccccc2)nc(N(C)C)n1
  -1.3	0.042	-1.6	-2.8	5	0	15	-0.5	5
